PAX8 reporter – lowers PAX8-driven luciferase in RMG-I cells. inhibition, % at 12.6 µM. 360,000 tested, 1.2% active. RMG-I TPO-luciferase reporter, SteadyGlo, 24 h. AID 652154;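 active means mean replicate inhibition at least 60% with every replicate also reaching 60%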;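 further: luciferase light reporting Pax8 driven TPO promoter activity; plate controls were median of neutral control wells for no effect and mitoxantrone controls for full effect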
FN deposit inh – fibronectin deposition inhibition. AID 743247. inhibition, % at 12.6 µM. AH1F fibroblasts, Alexa488-fibronectin deposition fluorescence, overnight. 350,000 tested, 0.086% active;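 active means mean inhibition across replicates of 30% or more, regardless of how many single replicates reach that level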;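 further: positive control wells lacked labelled fibronectin entirely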
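Material: AH1F fibroblast monolayer depositing Alexa488-labelled fibronectin into matrix / Amount: 10000 AH1F cells per well / Signal: fluorescence 485/525 nm / Medium: DMEM, 2% serum / Compound: single dose, pinned / Incubation: 1 h cell adhesion before compound, then overnight fibronectin incubation / Reagent: Alexa488-FN, 24 nM final / Read-out: inhibition of fibronectin deposition signal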
miR122 inh – miR-122 inhibition in Huh7 cells. Huh7 miR-122 Renilla luciferase sensor, 48 h; neutral wells = 0, positive control = 100. activation (reporter increase), % at 12.5 µM. 340,000 tested, 0.3% active. AID 602342;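 active means mean replicate activation score at least 90 and every replicate individually at or above 90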;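 further: higher luciferase means less miR-122 activity so hits act as miR-122 inhibitors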
LGR2 antag – inhibitors of bursicon-induced Drosophila LGR2 receptor cAMP signaling | HEK293 LGR2, CRE-luciferase, bursicon-stimulated, 4 h | inhibition, % at 9.99 µM | 380,000 tested, 0.35% active | AID 720647;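 active means drop in luminescence signal, shown as inhibition above about 50% in the replicate tests, limit read from the data, passing the limit was not always enough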;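 further: agonist challenge used bursicon conditioned medium at about half maximal strength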
Casp6 inh – caspase-6 (human) enzyme inhibition | AID 686996 | inhibition, % at 12.5 µM | 350,000 tested, 0.53% active | purified caspase-6, Z-VEID-R110 cleavage fluorescence;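 active means mean inhibition across replicates at least about 35%, with every replicate also reaching that limit, limit read from the data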;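 further: 0% = median of neutral control wells and 100% = no fluorescence left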
Target sequence (P55212 24-179 limits assumed): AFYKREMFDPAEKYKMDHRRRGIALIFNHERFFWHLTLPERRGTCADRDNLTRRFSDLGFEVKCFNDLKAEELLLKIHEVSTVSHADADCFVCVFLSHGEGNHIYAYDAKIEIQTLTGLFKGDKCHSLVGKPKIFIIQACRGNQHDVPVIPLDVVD
Target sequence (P55212 194-293 limits assumed): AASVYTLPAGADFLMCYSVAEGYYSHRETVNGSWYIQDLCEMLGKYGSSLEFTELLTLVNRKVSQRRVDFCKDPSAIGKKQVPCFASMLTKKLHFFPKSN
Cneo AK release – Cryptococcus neoformans lysis via adenylate kinase release; C. neoformans lysis, adenylate kinase release luminescence, 4 h; normalised: neutral wells 0, clomiphene wells 100; lysis activity, % at 15 µM; 360,000 tested, 0.2% active;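 active means mean lysis activity across replicates of at least 80%, whatever share of replicates individually reach that level; inactive means mean lysis activity below 80%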
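Test system: log-phase Cryptococcus neoformans yeast cells; Quantity: yeast cell density of 5 × 10^6 cells/mL; Buffer or medium: YPD; Doses: single compound concentration per well; Timing: 4 h at 37 °C static, read 1 h later; Measured by: AK luminescence; Read-out basis: lysis from increased AK signal; Control set: Clomiphene as positive control.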
PGC1a acetyl inh – lowers PGC1a acetylation signal in U2OS cells; AID 651687; inhibition, % at 15.6 µM; AlphaScreen anti-acetyl-lysine; with virally co-expressed GCN5 acetyltransferase; 350,000 tested, 0.17% active;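 active means every replicate shows inhibition of at least 40%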;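 further: 0% = neutral control wells and 100% = positive control wells; some results beyond the cut were filed as inactive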
EWS-Fli inh – inhibitors of EWS/Fli oncoprotein transcriptional activity; 350,000 tested, 0.67% active; inhibition, % at 12.6 µM; A673 NR0B1-luciferase reporter, viability-normalised;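 active means mean inhibition of at least 50% after viability correction, with every replicate also passing that limit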;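 further: firefly luciferase signal divided by Alamar Blue viability fluorescence both relative to DMSO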
* hit, by the source's call; . = no result given; [ ] = dose if it differs, or a comment.

The opening 2 compounds, ahead of the listing:
SMILES | PAX8 reporter | FN deposit inh | miR122 inh | LGR2 antag | Casp6 inh | Cneo AK release | PGC1a acetyl inh | EWS-Fli inh
Clc1cccc(N/N=C/c2ccncc2)c1 | -20 | -2 | 8 | -37 | . | 2 | -10 | .
CCOC(=O)C(NC(=O)c1cccnc1)(Nc1cccc(C)n1)C(F)(F)F (configuration not stated) | . | . | -3 | -16 | . | 0 | -15 | .

The whole of this part (from the top)
SMILES | PAX8 reporter | FN deposit inh | miR122 inh | LGR2 antag | Casp6 inh | Cneo AK release | PGC1a acetyl inh | EWS-Fli inh
Clc1cccc(N/N=C/c2ccncc2)c1 | -20 | -2 | 8 | -37 | . | 2 | -10 | .
CCOC(=O)C(NC(=O)c1cccnc1)(Nc1cccc(C)n1)C(F)(F)F (configuration not stated) | . | . | -3 | -16 | . | 0 | -15 | .
Cc1nc2ccccc2c(=O)n1NC(=O)Cc1ccc([N+](=O)[O-])cc1 | 4 | -3 | . | -2 | 2 | . | 1 | 1
CCOc1ccc(NC(=O)CN(C)C(=O)CC2CC3CCC2C3)cc1OCC (configuration not stated) | -2 | 2 | -4 | -10 | -149 | 0 | -3 | 4
C[C@H](CO)N1C[C@H](C)[C@H](CN(C)C(=O)Nc2ccccc2F)Oc2ncc(C#CCN(C)C)cc2C1=O | -12 | . | . | 16 | -89 | . | 3 | 6
Cc1ccnc(NC(=O)Nc2cccc(F)c2)n1 | -102 | -1 | -6 | -41 | 0 | . | 1 | -8
C[C@H](CO)N1C[C@H](C)[C@H](CN(C)C(=O)Nc2ccc3c(c2)OCO3)OCCCC[C@H](C)Oc2ccc(NS(C)(=O)=O)cc2C1=O | . | . | 0[16.7 µM] | 5 | 0 | 1 | 9 | -6
Cc1nnc2ccc(-c3ccc(NS(=O)(=O)c4ccc(F)cc4F)cc3)nn12 | -18 | . | . | -3 | 2 | 0 | . | 5
O=S(=O)(N[C@H]1CC[C@@H](CCNS(=O)(=O)c2ccccc2Cl)O[C@@H]1CO)c1ccccc1 | 8 | . | . | -10 | 1 | 4 | 10 | 8
O=S(=O)(CCc1nc2ccccc2[nH]1)c1ccc(Cl)cc1 | -8 | 7 | . | -8 | 1 | -7 | . | -2
COc1ccccc1NC(=O)N1CCCCN2[C@H](C1)[C@@H](c1ccc(-c3cccc(C#N)c3)cc1)[C@@H]2CO | 83* | 6 | -11[16.7 µM] | 12 | 5 | 5 | -15 | 9
COc1ccc2oc(C(=O)OCC(=O)N(Cc3ccccc3)C(C)C)c(C)c2c1 | -12 | -2 | . | 19 | 2 | . | . | -1
CCC(=O)Nc1ccc(C(=O)COC(=O)c2nc3nccc(C)n3n2)cc1 | -23 | 1 | . | 6 | 69* | -1 | . | -3
COc1ccc(Cl)cc1Nc1nc(Cl)nc(NCCO)n1 | 5 | . | -6 | -7 | 0 | 1 | 7 | 7
CCOC(=O)N1CCC(N2C(=O)c3ccccc3C2Nc2cc(Cl)c(OC)cc2OC)CC1 (configuration not stated) | 4 | 9 | . | -5 | 3 | 2 | . | -1
CC1CCN(c2c(NCC3CCC(C(=O)NC4CCCCCC4)CC3)c(=O)c2=O)CC1 (configuration not stated) | 18 | -6 | . | 0 | 0 | . | 11 | 2
COC(=O)Cn1c2nc3ccccc3nc2c2cccc(C)c21 | -25 | -2 | 11 | 16 | 2 | 0 | -12 | -10
COc1cccc(NC(=O)COc2nc3ccccc3nc2C)c1 | -3 | -5 | 0 | 39 | -3 | 13 | -7 | -1
CC(C)(C)Cc1c(-c2ccco2)nc2ccc(Cl)cn12 | -6 | 3 | 0 | -16 | 6 | 3 | 0 | -1
CCOc1ncccc1C(=O)Nc1ccc(OC)c(S(=O)(=O)N2CCCCC2)c1 | -10 | 12 | 2 | -9 | 3 | 10 | -8 | 5
CCOC(=O)[C@H]1[C@H]2COc3ccc(C)cc3[C@@H]2N2C(=O)c3cc(C)ccc3NC(=O)[C@@]12C | 0 | 0 | -4 | -4 | 3 | 7 | 8 | -8
COc1ccc(CNC(=O)C[C@@H]2CC[C@@H]3[C@@H](COc4ccc(NC(=O)C(C)C)cc4C(=O)N3C)O2)cc1 | -2 | 3 | 0[16.7 µM] | 7 | . | . | -1 | -11
Cc1nc2ccc(NC(=O)c3ccc([N+](=O)[O-])cc3)cc2[nH]1 | -40 | 2 | . | -30 | -2 | 1 | . | -47
Cc1cccc(NC(=O)CCCN2C(=O)C3CC=CCC3C2=O)c1 (configuration not stated) | -8 | 1 | -6 | -2 | -1 | -1 | -8 | .

One compound at a time (already shown). Screens in order: PAX8 reporter | FN deposit inh | miR122 inh | LGR2 antag | Casp6 inh | Cneo AK release | PGC1a acetyl inh | EWS-Fli inh
CCOC(=O)[C@H]1[C@H]2COc3ccc(C)cc3[C@@H]2N2C(=O)c3cc(C)ccc3NC(=O)[C@@]12C as listed: 0 | 0 | -4 | -4 | 3 | 7 | 8 | -8
CCOC(=O)N1CCC(N2C(=O)c3ccccc3C2Nc2cc(Cl)c(OC)cc2OC)CC1 (configuration not stated) as listed: 4 | 9 | . | -5 | 3 | 2 | . | -1
Cc1nc2ccc(NC(=O)c3ccc([N+](=O)[O-])cc3)cc2[nH]1 as listed: -40 | 2 | . | -30 | -2 | 1 | . | -47

(list continues)
SMILES | PAX8 reporter | FN deposit inh | miR122 inh | LGR2 antag | Casp6 inh | Cneo AK release | PGC1a acetyl inh | EWS-Fli inh
COC(=O)c1ccccc1NC(=O)CSc1n[nH]c(-c2ccncc2)n1 | 3 | . | 5 | 0 | 0 | 1 | 19 | .
O=C(Cc1c(F)cccc1Cl)N1CCN(S(=O)(=O)c2cccc(F)c2)CC1 | 8 | 0 | 1 | -5 | 1 | 2 | 3 | -3
Cc1nc2ccc(Br)cn2c(=O)c1Cl | . | -7 | -1 | . | . | -2 | 6 | .
COC(=O)c1c(NC(=O)C(C)(C)C)csc1C | -6 | 5 | . | 11 | 2 | . | . | 2
CCCN1C[C@@H](C)[C@@H](OC)CN(C)C(=O)c2ccc(NS(=O)(=O)c3cn(C)cn3)cc2OC[C@@H]1C | -2 | -13 | . | -8 | 2 | 3 | 1 | -3
C[C@H](CO)N1C[C@H](C)[C@@H](CN(C)C(=O)Nc2ccccc2)OCCCC[C@H](C)Oc2ccc(NC(=O)CCCN(C)C)cc2C1=O | -13 | 4 | 5[16.7 µM] | -6 | -1 | 1 | 4 | -9
CCC(Cc1ccccc1)NC(=O)C1=C(C)C(=O)OC12CCC(C)CC2 (configuration not stated) | -5 | 1 | 4 | 8 | -1 | -2 | -4 | 7
NC(=O)Cn1c(=O)n(Cc2ccccc2)c(=O)c2cccnc21 | -15 | -11 | 1 | 13 | 2 | -2 | -2 | 5
O=C(NCC1CCCO1)c1cc2c(s1)CCC2 (configuration not stated) | -28 | -18 | . | -72 | 6 | . | . | -17
CC(=O)N1[C@@H](CO)[C@@H](c2ccccc2)[C@@H]1CN(C)C(=O)CN1CCOCC1 | 13 | . | 6[16.7 µM] | 1 | 0 | -6 | 2 | -3
CC(C)CC(=O)Nc1nnc(S(=O)(=O)N(C)c2ccc(Cl)cc2)s1 | 7 | . | -11 | 0 | 0 | 2 | 0 | 14
COc1ccc(S(=O)(=O)N2CCCCCC2)cc1C(=O)N1CCCC(C(F)(F)F)C1 (configuration not stated) | 1 | -8 | 2 | 2 | -133 | . | -16 | 10
COC(=O)c1c(NC(C)=O)sc(C)c1C | 14 | 0 | 2 | 4 | -1 | . | . | 0
COc1cccc(-c2ccc3ncnc(NCc4cccs4)c3c2)c1 | -14 | -2 | 0 | 11 | -1 | 0 | 5 | 18
CCOCc1nnc(NC(=O)c2ccc(NC(C)=O)cc2)s1 | -3 | 5 | . | 9 | -1 | . | 0 | 9
C[C@@H]1CCCCO[C@@H](CN(C)C(=O)Nc2ccc(F)cc2)[C@H](C)CN([C@@H](C)CO)C(=O)c2cc(NS(=O)(=O)c3ccccc3)ccc2O1 | 1 | . | -4[16.7 µM] | 20 | 2 | -3 | -18 | 4
N#CCCN(C(=O)COC(=O)CCC(=O)c1cccs1)c1ccccc1 | 13 | -1 | 2 | -4 | -2 | 0 | 5 | 12
O=C(Nc1ccc(S(=O)(=O)N2CCCC2)cc1)C1CC(=O)N(CCc2ccccc2)C1 (configuration not stated) | -14 | -7 | 3 | 8 | 1 | -1 | -2 | -6
Cc1ccc(C)c(NC(=O)COC(=O)Cn2c(C)csc2=O)c1 | -14 | -2 | . | 0 | 1 | -1 | . | -1
O=[N+]([O-])c1cc(CN2CCCCCC2)ccc1O | 16 | 2 | -7 | 2 | -4 | -2 | 8 | 9
COc1ccc(N2CC(C(=O)Nc3nc4ccc(OC)cc4s3)CC2=O)cc1 (configuration not stated) | -22 | 6 | -1 | 15 | 1 | 0 | . | -3
O=C(C[C@@H]1C=C[C@@H](NC(=O)Cc2ccccn2)[C@H](CO)O1)NCCc1ccncc1 | -8 | -10 | . | -7 | -2 | 22 | 2 | 1
Cc1cc(C(=O)OCC(=O)Nc2ccccc2)c(C)o1 | -55 | -18 | . | 4 | 16 | . | . | -7
COc1ccc(C(=O)NCCCSc2ccccc2)cc1F | -15 | -8 | -5 | -16 | 1 | 17 | -2 | -1
CCN(C(=O)CCS(=O)(=O)c1ccc2c(c1)oc(=O)n2C)c1ccc(OC)cc1 | 1 | 4 | -8 | -10 | -1 | -5 | 7 | .
COc1ccccc1NC(=O)N1CCCCN2[C@H](CO)[C@@H](c3ccc(-c4cccc(C)c4)cc3)[C@@H]2C1 | 42 | . | -23[16.7 µM] | 0 | 0 | 14 | -9 | 3
N#C[C@H]1[C@H](c2ccccc2C2=CCCCC2)[C@H](CO)N1C(=O)c1cccc(F)c1 | . | -8 | . | 20 | -2 | . | -6 | 4
O=C(c1cnn(Cc2ccccc2)c1)N1CCN(S(=O)(=O)/C=C/c2ccccc2)CC1 | 22 | -1 | 6 | -11 | 3 | 0 | 6 | 9
COc1cc2c(cc1OC)CN(C(=O)CCOc1ccccc1C)CC2 | -1 | 8 | 7 | -21 | -1 | -3 | -22 | 10
CC(=O)c1ccc(C(=O)N2CCCC(CNC(=O)c3ccccc3Cl)C2)cc1 (configuration not stated) | -3 | -5 | -1 | 8 | 1 | 1 | . | .
O=C(NCC[C@@H]1CC[C@H](NC(=O)C2CCC2)[C@H](CO)O1)Nc1ccc(Cl)cc1 | -16 | . | . | -5 | -3 | 39 | -5 | -24
O=C(CSc1ccc(C(F)(F)F)cc1[N+](=O)[O-])N1CCOCC1 | 22 | 13 | -3 | . | 4 | 1 | 8 | 11
O=C1C=C(c2cccc(CO)c2)C[C@@H](c2ccc3c(c2)OCO3)C1 | -2 | -8 | -6 | -2 | 0 | 1 | 1 | -19
Cc1cccc(NCc2nc(SCC(N)=O)n[nH]2)c1 | 10 | 1 | 3 | . | . | -2 | 7 | .
O=C(c1cnc(N2CCN(c3ncccn3)CC2)c2ccccc12)N1CCN(c2ccccn2)CC1 | 27 | 3 | -18 | . | . | 0 | -9 | .
COc1ccc2ccc(C(C)(C(C)=O)C(=O)OC(C)C)cc2c1 (configuration not stated) | -29 | -1 | -9 | -7 | -1 | 0 | 17 | -15
COc1ccc(NC(=O)N(C)C[C@@H]2Oc3ccc(NC(=O)CCC(F)(F)F)cc3C(=O)N([C@@H](C)CO)C[C@H]2C)cc1 | -5 | . | -2[16.7 µM] | 7 | -2 | -6 | 0 | 7
CC(O)c1n(C)c(Cl)c[n+]1C (configuration not stated) | . | -7 | 6 | . | . | 1 | 3 | .
CCCCn1c(N)c(Br)c(=O)[nH]c1=O | 17 | 3 | 3 | -1 | -2 | 0 | 3 | 9
